Compound activity (PubChem BioAssay)
PDI turbidity: inhibitors of human PDI, primary screen, biochemical, turbidity, single point, plate reader; Protein disulfide-isomerase (Homo sapiens), P07237; PDI insulin aggregation turbidity, A650, 90 min; inhibition, % at 10 µM; 350,000 compounds, 0.052% hits;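 active = mean inhibition across replicates of 30% or more, whatever share of single replicates reach that level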;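 note: absorbance from insulin aggregation driven by PDI reduction with DTT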
iPSC survival up: enhancers of single-cell hiPSC survival, primary screen, ATPlite luminescence | 100% = ROCK inhibitor wells, 0% = DMSO | 360,000 compounds, 0.044% hits | survival enhancement, % at 20 µM; in the data active = survival enhancement above about 18%;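 note: cells exposed to compounds for 16 hours before the ATP read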
NR2E3 ag-1: inhibitors of NR2E3-RetCOR corepressor binding, primary screen, NR2E3 agonist project, biochemical, TR-FRET, GST-NR2E3, biotin-RetCOR. 320,000 compounds, 0.12% hits. inhibition of corepressor binding, % at 4.78 µM. Photoreceptor-specific nuclear receptor (Homo sapiens), Q9Y5X4. AID 2300, 2010. 1536-well;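 active = percent inhibition above the cutoff of mean plus 3 SD of all tested compounds, set per screening campaign, cut at about 20% in these data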;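 note: 0% = DMSO wells and 100% = biotin wells as full block of FRET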
Target sequence (Q9Y5X4 whole entry, looked up): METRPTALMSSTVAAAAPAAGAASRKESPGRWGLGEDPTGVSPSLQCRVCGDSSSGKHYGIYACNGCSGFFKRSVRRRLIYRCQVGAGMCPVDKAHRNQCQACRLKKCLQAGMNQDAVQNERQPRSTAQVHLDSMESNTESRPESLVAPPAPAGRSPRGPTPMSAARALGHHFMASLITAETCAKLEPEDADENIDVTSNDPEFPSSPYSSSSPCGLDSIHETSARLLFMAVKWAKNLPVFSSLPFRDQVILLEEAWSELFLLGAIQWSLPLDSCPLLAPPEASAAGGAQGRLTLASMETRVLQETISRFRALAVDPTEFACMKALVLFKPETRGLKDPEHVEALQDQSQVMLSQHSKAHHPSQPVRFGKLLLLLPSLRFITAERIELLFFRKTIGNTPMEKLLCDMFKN
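System: GST-tagged NR2E3 plus biotinylated RetCOR corepressor; Amount: 1.35 nM GST-tagged NR2E3 final; Dosing: single nominal compound dose of 4.8 µM; Schedule: 5 h incubation at 4 °C; Technique: TR-FRET with europium anti-GST and streptavidin-D2, 340 nm excitation; Controls: biotin wells as high control, 0.6% DMSO wells as low control.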
Peg3 prom inh: Peg3 promoter-driven luciferase inhibitors, primary screen, cell-based, HeLa, luciferase luminescence; inhibition, % at 20 µM; AID 588405, 2011; 360,000 compounds, 1.7% hits; HeLa PEG-Prom luciferase reporter, overnight;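 active = inhibition of at least 50% at 20 µM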
TRPM1 prom inh: inhibitors of MITF-dependent TRPM1 promoter reporter, primary screen, cell-based, SK-MEL-5, single point, luciferase. 330,000 compounds, 0.83% hits. SK-MEL-5 TRPM1 promoter luciferase, 24 h. inhibition, % at 12.5 µM;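 active = mean inhibition across replicates of 60% or more, whatever share of single replicates reaches that level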; note: values of inactives mirror those of a sister screen read the other way
m5-HT2A agonist: mouse Htr2a agonists via beta-arrestin recruitment, primary screen, cell-based, luminescence; 5-hydroxytryptamine receptor 2A (Mus musculus), P35363; CHO-K1 mHTR2A beta-arrestin complementation; percent of 30 µM serotonin response; activation, % at 7.6 µM; 360,000 compounds, 0.66% hits; AID 624169, 2012;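 active = activation above a run cutoff, the mean activation of all tested compounds plus 3 SD, cut at about 14% in these data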;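 note: 0% = plate median of compound wells and 100% = 30 µM serotonin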
Target sequence (P35363 whole entry, looked up): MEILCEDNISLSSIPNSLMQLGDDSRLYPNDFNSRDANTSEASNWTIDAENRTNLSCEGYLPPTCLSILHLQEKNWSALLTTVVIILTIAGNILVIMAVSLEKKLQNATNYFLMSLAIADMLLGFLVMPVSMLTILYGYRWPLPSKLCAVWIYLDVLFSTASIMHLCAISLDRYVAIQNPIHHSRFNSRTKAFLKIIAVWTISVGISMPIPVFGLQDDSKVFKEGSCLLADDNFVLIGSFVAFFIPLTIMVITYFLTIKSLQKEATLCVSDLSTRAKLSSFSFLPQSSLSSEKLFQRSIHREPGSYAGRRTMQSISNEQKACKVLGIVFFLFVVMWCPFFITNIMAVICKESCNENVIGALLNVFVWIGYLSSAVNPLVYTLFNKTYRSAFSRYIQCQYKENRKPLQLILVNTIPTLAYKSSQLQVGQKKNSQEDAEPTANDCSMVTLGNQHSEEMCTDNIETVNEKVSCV
Cardio protect: cardioprotection against H2O2-induced cell death, primary screen, uHTS, H9c2 cells, ATPLite luminescence. H9c2 cardiomyocytes, H2O2 injury protection, 2 h. protection from H2O2 cell death, % at 20 µM. 360,000 compounds, 0.63% hits. AID 588492, 2011;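 active = compounds giving at least 50% protection of heart cells from peroxide-induced death in the single-dose screen, raw or plate-pattern-corrected value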;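 note: 0% = DMSO wells with peroxide and 100% = DMSO wells without peroxide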
Shn3 3UTR inh: reduction of Shn3 3'UTR firefly luciferase signal, primary screen, Schnurri-3 inhibitor project, cell-based, Clone20 osteoblasts, set 2; Clone20 osteoblast Shn3 3'UTR firefly luciferase, 24 h; 360,000 compounds, 0.52% hits; inhibition, % at 12.5 µM; AID 588674, 2011;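 active = mean inhibition of at least 75% with every replicate also reaching 75%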;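 note: 0% = median of neutral control wells and 100% = pilot-screen positive control compound; some compounds past the cut are filed as inactive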
CaV13 ICDI inh: Disruptors of the CACNA1D IQ motif to Ca2+-dependent inactivation inhibitor domain association, primary screening, Förster resonance energy transfer in intact living … | HEK cells, CFP/YFP FRET ICDI-IQ, plate reader, 10 min; percent FRET-ratio fall versus neutral wells | inhibition, % at 12.3 µM | 340,000 compounds, 0.098% hits | AID 743397;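 active = mean replicate inhibition of at least 30% and at least 1% of replicates passing that level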;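 note: 0% = median of the neutral control wells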
HIF-2a inh: HIF-2a reporter inhibitors, primary screen, luminescence, 786-0 RCC cells | 786-0 RCC cells HIF-2a reporter, luciferase luminescence, overnight | inhibition, % at 18.8 µM | 360,000 compounds, 0.72% hits | AID 624352, 2012;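 active = inhibition of the luminescence signal of 40% or more relative to plate controls, in a single-dose primary screen at 18.75 µM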
NR2E3 ag-2: NR2E3 agonists in two-hybrid cells, primary screen, cell-based, luminescence, CHO-S, Gal4-NCOR/VP16-NR2E3; 360,000 compounds, 0.35% hits; Photoreceptor-specific nuclear receptor (Homo sapiens), Q9Y5X4; inhibition of corepressor binding, % at 3.98 µM; luciferase; AID 602229, 2012;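 active = inhibition above the mean of all tested compounds plus 3 SD, cut at about 70% in these data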;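 note: 0% = DMSO with NR2E3 transfected cells and 100% = cells lacking NR2E3 construct; higher means lower luciferase signal from less NR2E3 corepressor binding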
* hit, by the source's call; / = no result given; & = joins results of further samples.

SMILES	PDI turbidity	iPSC survival up	NR2E3 ag-1	Peg3 prom inh	TRPM1 prom inh	m5-HT2A agonist	Cardio protect	Shn3 3UTR inh	CaV13 ICDI inh	HIF-2a inh	NR2E3 ag-2
COc1ccc(C2C([N+](=O)[O-])=C(C)N(C)C(=O)N2C)cc1OC (stereo unspecified)	4	1.4	1	24	-3	-1	6	-12	-4	8	-14
O=S(=O)(NCCCc1ccccc1)c1ccc(Cl)cc1	-5	-2.1	-2	13	4	5	-13	10	-5	26	-5
CN(C(=O)c1ccno1)c1nnc(-c2cccnc2)s1	0	-1.0	0	-8	-4	0	-5	4	/	7	-11
O=C(CSc1ncn[nH]1)N/N=C/c1ccc(F)cc1	7	0.3	1	0	-1	1	2	-1	-8	10	4
Cc1ccc(-c2csc(C3=C(O)CN(NC(=O)c4ccco4)C3=N)n2)cc1	0	0.3	-5	7	-6	0	-2	10	-3	-19	2
CCC(Oc1ccc(F)cc1)C(=O)N1CCCCCCC1 (stereo unspecified)	6	6.7	2	12	-6	-1	5	9	4	16	-2
OCCNc1nc(Nc2ccccc2C(F)(F)F)nc(N2CCCC2)n1	-2	-3.6	-1	14	-1	17*	-5	19	-4	19	17
Cc1c(C#N)c(NC(=O)CCl)n(Cc2ccc(F)cc2)c1C	-2	-2.0	-2	58*	66*	-4	-9	39	-8	26	-13
COc1cc2c(cc1NC(=O)c1cncc(Br)c1)oc1ccccc12	21	-1.3	5	-16	-1	2	11	-24	/	-5	-48
COc1cccc(C(=O)OCC(=O)NC2CCCc3ccccc32)c1O (stereo unspecified)	-6	-0.2	/	10	2	-4	-4	-15	-6	10	-10
COc1ccc(C(=O)CC(=O)C(=O)NCCc2cccc(C)c2)cc1	3	-1.0	-3	-37	6	17*	16	-16	-6	-9	-12
COc1ccc(C)cc1NC(=O)c1sc2ncn(CC(=O)N3CCCCC3)c(=O)c2c1C	2	-0.6	-2	-26	-1	-1	10	-3	-6	-1	1
O=C(Oc1ccccc1N1CCOCC1)c1sccc1Br	2	1.4	3	23	19	6	-5	-11	-5	17	-17
CS(=O)(=O)N(CCc1ccccc1)CC(=O)N1CCN(c2ccccc2F)CC1	4	1.9	2	21	3	2	4	27	/	10	13
COc1cc(NC(=S)NC(=O)c2ccc(F)cc2)ccc1NC(=O)c1ccco1	0	1.2	1	-4	-10	0	-4	10	-17	-11	-18
Cc1nc(Nc2cccc(F)c2)c2oc3ccccc3c2n1	-6	-0.3	2	-62	-14	-3	5	-4	-19	-94	-43
CCOCC(O)CS(=O)Cc1ccccc1 (stereo unspecified)	-5	1.2	3	4	-17	8	6	-36	-3	-7	-4
CN(C)S(=O)(=O)c1cccc(NC(=O)C2Cc3ccccc3CN2C(=O)c2ccco2)c1 (stereo unspecified)	-21	-0.7	5	-133	9	-5	3	-8	-7	-185	-59
O=C1c2ccccc2C(O)N1Cc1ccc2c(c1)OCO2 (stereo unspecified)	/	-0.4	1	-2	/	-4	20	68	-6	12	-8
COc1cc(NC(=O)C2CCC(CNc3c(N4CCC(C)CC4)c(=O)c3=O)CC2)cc(OC)c1 (stereo unspecified)	-6&-2	0.1&0.8	3	20&9	16&16	-1&-1	10&11	2&20	-10&-6	10&9	-11&-4
CC(C)NC(=O)c1ccccc1NC(=O)CCc1ccccc1	-2	-1.7	1	6	5	-1	-3	0	-5	12	-5
COc1cccc(-c2cccc(NC(=O)C3CCN(CCCn4cccn4)CC3)c2)c1	1	-2.1	/	0	/	5	0	-5	-12	5	15
CCc1ccc(NC(=O)c2cc(CC(C)C)on2)cc1	/	2.8	1	-414	/	1	-9	-63	-5	-293	-69
CC(C)(C)C1C=C(Sc2ccccc2)C(=O)O1 (stereo unspecified)	-2	-1.9	-3	18	5	1	-8	5	-9	-5	18
O=C(NNC(=O)c1sccc1-n1cccc1)c1ccccc1	-1	-2.1	-1	2	12	3	4	-7	-6	1	-4
CCC(O)(CC)C(=O)N=Nc1c(O)[nH]c2ccccc12	1	-0.7	2	3	-9	-1	4	9	2	5	-25
Cn1c(C(F)(F)F)nc2c(=O)oc3ccccc3c21	-2	-0.4	-2	10	-8	2	-9	-9	-5	14	-6
CCN1C(=O)c2ccccc2S(=O)c2ccc(C(=O)NCc3ccccn3)cc21 (stereo unspecified)	/	-0.9	-4	19	/	-8	7	4	-5	2	-11
C=C(C)Cn1c(C2CC(=O)N(c3ccccc3F)C2)nc2ccccc21 (stereo unspecified)	/	1.0	5	3	/	-3	0	-18	-3	13	-9
Cc1nc2sc(C(c3ccco3)N3CCN(c4ccccc4F)CC3)c(O)n2n1 (stereo unspecified)	-2	0.7	-2	13	3	1	1	0	-4	-1	10
S=C(NCc1ccco1)NCc1ccccc1Cl	-1	0.3	/	-20	1	-5	-2	-1	-6	-46	-31
CCCCOc1ccc(C(=O)C(CN2CCOCC2)c2ccccc2)cc1 (stereo unspecified)	-6	-3.6	0	97*	33	-5	-13	-13	-2	87*	5
COc1ccccc1C(=O)Nc1c[nH]c(=O)[nH]c1=O	0	-0.7	/	64*	0	-2	4	22	-4	2	-1
Cc1ccc(NC(=O)CN(c2ccccc2)S(=O)(=O)N(C)C)cc1C	-1	-2.6	4	-5	19	5	-9	-2	-6	-2	-37
CC(OC(=O)CN1C(=O)C2CC=CCC2C1=O)C(=O)Nc1ccc(F)cc1Cl (stereo unspecified)	-1	-0.5	-1	-15	6	1	-2	5	/	6	2
O=c1onc(-c2c(F)cccc2F)n1-c1ccccc1Cl	3	-0.3	0	21	1	-4	-3	5	-19	12	-18
Cn1c(COc2ccc3ccccc3c2)nnc1SCC(=O)OC1CCCCC1	10	-1.4	-2	13	1	3	-30	-8	/	24	-1
CC(C)(C)C1CCC2(CC1)NC(CO)(CO)CO2 (stereo unspecified)	-1	2.6	4	4	-2	-5	-8	-8	-5	16	-22
CCc1nc2ccc(C(=O)NCc3ccccc3OC)cn2c1N(C=O)CCC(C)C	-4	-0.7	/	11	/	-3	8	2	-6	10	10
O=C(CCNC(=O)c1ccccc1)NCc1ccccc1F	13	-0.1	5	-101	-21	8	-14	-33	-3	-98	-17

Profiles from above. Order of screens: PDI turbidity	iPSC survival up	NR2E3 ag-1	Peg3 prom inh	TRPM1 prom inh	m5-HT2A agonist	Cardio protect	Shn3 3UTR inh	CaV13 ICDI inh	HIF-2a inh	NR2E3 ag-2
CC(C)(C)C1CCC2(CC1)NC(CO)(CO)CO2 (stereo unspecified) in the list: -1	2.6	4	4	-2	-5	-8	-8	-5	16	-22
COc1ccccc1C(=O)Nc1c[nH]c(=O)[nH]c1=O in the list: 0	-0.7	/	64*	0	-2	4	22	-4	2	-1
CCc1nc2ccc(C(=O)NCc3ccccc3OC)cn2c1N(C=O)CCC(C)C in the list: -4	-0.7	/	11	/	-3	8	2	-6	10	10

Further entries.
SMILES	PDI turbidity	iPSC survival up	NR2E3 ag-1	Peg3 prom inh	TRPM1 prom inh	m5-HT2A agonist	Cardio protect	Shn3 3UTR inh	CaV13 ICDI inh	HIF-2a inh	NR2E3 ag-2
COc1ccc(-c2noc(CCC(=O)NCCN3CCN(c4ccccc4F)CC3)n2)cc1	0	-0.9	-1	-9	0	2	-13	53	-2	-3	-8
COc1cccc(NC(=O)NC2CCN(CC(=O)Nc3ccccc3[N+](=O)[O-])CC2)c1	-4	-0.4	-1	15	27	1	5	20	-3	13	-15
CSc1nc(C)cc(C)c1S(=O)(=O)c1ccccc1C	4	-1.8	3	15	-4	-2	-16	1	/	24	-38
COC(=O)c1nn(-c2cccc(C)c2)c2nnc(Cc3ccc(C)cc3)c(=O)n12	14	0.8	-2	1	-8	0	-4	3	-3	6	-17
c1ccc(-n2ncc3cccnc32)cc1	0	-0.6	1	-8	-14	1	0	-17	-5	-10	-9
O=C(O)c1ccc(NS(=O)(=O)c2ccc3c(c2)C2C=CCC2C(c2ccccc2F)N3)cc1 (stereo unspecified)	14	-1.3	/	6	1	5	5	11	-88	15	-47
Cc1ccc(S(=O)(=O)N2CCN(C(=O)Cn3c(=O)cnc4ccccc43)CC2)c(C)c1	-4	-0.3	/	15	13	1	-12	9	-2	11	-13
CCOC(=O)c1c(NC(N)=O)sc(C)c1C	-4	1.2	1	-11	12	2	2	-9	-5	18	10
Cc1nnc2ccc(N3CCN(C(=O)c4ccccc4)CC3)nn12	14	1.2	3	1	-4	-3	13	61	-9	16	3
O=C(NC1CCCCC1)Nn1c(-c2ccccc2)nc2ccccc2c1=O	-4	-3.4	0	15	7	-2	-2	12	/	3	-6
Cc1noc(C)c1CSc1nc2ccccc2s1	-6	1.2	1	-37	-5	-2	-11	11	-3	-97	-20
CCn1c(SCC(=O)NCCc2ccccc2)nnc1-c1ccco1	-4	-4.9	-1	16	9	-1	6	-39	/	12	5
COc1cc(CC(=O)NC2CCCc3ccccc32)cc(OC)c1OC (stereo unspecified)	10	0.0	0	4	1	3	0	6	-2	18	-16
CCc1ccccc1N(CC)C(=O)CCc1nc(-c2ccc(C)cc2)no1	-3	0.4	1	17	11	-7	-17	4	-6	19	-2
Cc1ccc(C)c(CC(=O)N2CCCCC2c2cc(C(=O)Nc3cccc(C#N)c3)no2)c1 (stereo unspecified)	8	12	/	19	/	2	11	26	-5	8	-31
O=C(OCc1ccccc1)N1CCC2CC1c1ccc(Cl)cc12 (stereo unspecified)	2	-0.9	/	-114	/	-3	-21	-13	-7	-144	-10
CC(=O)Nc1ccc(-c2ccnc3c2CC(C(=O)Nc2cccc(C(C)=O)c2)O3)cc1 (stereo unspecified)	5	3.1	/	21	/	6	29	-26	-6	11	-11
CN1CCN(C(=O)/C=C/c2ccc(Cl)c(Cl)c2)CC1	-2	-0.5	1	-50	-19	0	6	-14	-2	-68	-12
CN1CCN(S(=O)(=O)c2ccc(N3CCN(S(=O)(=O)/C=C/c4ccccc4)CC3)nc2)CC1	-8	-2.1	3	7	42	-5	4	7	-4	16	9
O=C(Nc1nnc(SCC(=O)N2CCCc3ccccc32)s1)c1cccc2ccccc12	2	-2.0	1	-27	-6	4	-2	15	/	-21	-9
CCc1ccccc1Nc1nc(N)nc(CSCC(=O)c2cc(C)n(C)c2C)n1	1	-0.8	-3	11	7	-5	12	4	-4	20	-39
